RGS4 inh – inhibitors of human RGS4. P49798. HEK293 M3R/RGS4 inducible, Fluo-4 calcium flux; hits give high values; triggered by carbachol at its EC20. B-score at 10 µM. 310,000 tested, 0.45% active;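 active = B-score, a plate-corrected calcium signal, over three deviations above library mean, with baseline fluorescence within five deviations of library mean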;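 also: RGS4 expression induced by doxycycline in cells with stable M3 receptor; B-score is computed from the integrated fluorescence ratio over baseline after carbachol; higher B-score means a larger calcium signal and so more RGS4 inhibition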
Target sequence (P49798 whole entry, looked up): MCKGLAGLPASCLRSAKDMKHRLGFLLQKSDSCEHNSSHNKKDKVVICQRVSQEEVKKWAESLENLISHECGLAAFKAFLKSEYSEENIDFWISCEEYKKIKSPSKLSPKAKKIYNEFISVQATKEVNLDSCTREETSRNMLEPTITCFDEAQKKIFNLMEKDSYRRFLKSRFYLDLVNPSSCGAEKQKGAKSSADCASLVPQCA
hERG protect – shields human hERG channel from block by proarrhythmic agents; Q12809; CHO-hERG, FluxOR thallium flux, dofetilide IC70 present; activation (rescue from dofetilide block), less the hit threshold, % at 10 µM; 310,000 tested, 0.51% active; AID 1511;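 active = activation above the mean of controls blocked by dofetilide plus 5 SD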;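 also: thallium influx through hERG after potassium depolarization seen as dye fluorescence rise; in these data hits start at about 4.7%; inactives centre near -7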
SKKanGAS inh – SKKanGAS growth inhibition. S. pyogenes SKKanGAS, kanamycin growth, BacTiter-Glo, 6 h. AID 1662. inhibition, % at 7.5 µM. 300,000 tested, 1.3% active;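 active = mean replicate score, as percent of positive control median, at least 50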;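 also: strain carries kanamycin resistance gene driven by streptokinase promoter and grows in 40 µg/ml kanamycin; loss of luminescence reflects streptokinase promoter inhibition or plain growth inhibition; 0% = median of DMSO wells and 100% = positive control at its reference dose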
HDAC3 inh – inhibitors of human histone deacetylase 3; recombinant HDAC3, fluorogenic peptide/trypsin coupled, fluorescence; inhibition, % at 8.3 µM; 320,000 tested, 0.15% active; in the data active = inhibition above about 26%, passing the limit was not always enough
KCNQ1 block – inhibitors of human KCNQ1 potassium channel | CHO-K1 KCNQ1, FluxOR thallium flux fluorescence; hits give high values | B-score at 10 µM | 310,000 tested, 1.3% active | AID 2642;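 active = compounds whose thallium flux B-score, printed positive for inhibition, exceeds three library SD while starting fluorescence stays within three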;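 also: channel opened by potassium depolarization with thallium stimulus after 20 min compound exposure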
Target sequence (P51787 whole entry, looked up): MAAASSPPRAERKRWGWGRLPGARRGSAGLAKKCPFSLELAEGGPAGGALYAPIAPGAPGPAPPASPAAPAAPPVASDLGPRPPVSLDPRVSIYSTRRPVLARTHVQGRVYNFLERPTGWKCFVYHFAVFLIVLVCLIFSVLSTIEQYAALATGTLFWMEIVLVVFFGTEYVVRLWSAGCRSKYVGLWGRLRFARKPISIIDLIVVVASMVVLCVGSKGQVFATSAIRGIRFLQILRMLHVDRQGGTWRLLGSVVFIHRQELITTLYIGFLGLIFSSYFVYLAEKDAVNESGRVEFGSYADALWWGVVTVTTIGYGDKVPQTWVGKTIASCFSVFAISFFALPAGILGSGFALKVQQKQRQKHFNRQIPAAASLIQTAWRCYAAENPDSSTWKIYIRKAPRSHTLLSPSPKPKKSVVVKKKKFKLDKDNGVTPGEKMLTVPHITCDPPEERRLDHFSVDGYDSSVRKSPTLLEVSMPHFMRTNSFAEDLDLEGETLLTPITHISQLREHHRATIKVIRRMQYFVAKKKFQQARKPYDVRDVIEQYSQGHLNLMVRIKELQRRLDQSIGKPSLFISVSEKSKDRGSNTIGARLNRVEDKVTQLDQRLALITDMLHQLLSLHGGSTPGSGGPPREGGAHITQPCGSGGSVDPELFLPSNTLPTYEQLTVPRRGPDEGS
RGS4 act – RGS4 potentiation or activation | HEK293 M3R/inducible RGS4, carbachol calcium flux Fluo4; hits give low values | B-score at 10 µM | 310,000 tested, 0.92% active | AID 463111;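 active = B-score of the integrated calcium signal more than 4 SD below the library mean, with starting fluorescence not abnormally high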;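 also: negative B-score means reduced calcium response which marks RGS4 activation or potentiation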
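Material: M3R-expressing HEK293 line, RGS4 induced by doxycycline | Schedule: Overnight RGS4 induction, 30 min dye load 37 °C, 20 min compound RT | Measured by: Fluo4 fluorescence kinetic imaging of calcium | Read-out: Integrated calcium ratio converted to B score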
ANO1 block – mouse TMEM16A channel inhibition, primary screen; Q8BHY3; HEK293 TMEM16A/YFP iodide influx fluorescence, ionomycin; normalized B-score (activity score, 25-100; higher = stronger inhibition) at 10 µM; 310,000 tested, 1.2% active;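 active = ratio plate-corrected score three or more library SD toward inhibition, starting fluorescence score within five deviations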;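 also: score derived from kinetic fluorescence span divided by baseline fluorescence per well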
TMEM16A act – mouse TMEM16A channel activation, primary screen. HEK293 TMEM16A/YFP-H148Q/I152L, iodide quench fluorescence; hits give low values. B-score at 10 µM. 340,000 tested, 0.3% active. AID 623877;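 active = fluorescence-ratio B-score plate-corrected deviation score at least 3 library SD below zero, with starting fluorescence score within 5 deviations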;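 also: channel opened by trigger with iodide after compound preincubation; score built on the fluorescence ratio of max minus min over baseline; more negative score means more quench and so TMEM16A activation or potentiation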
KCNQ1 pot – potentiators or activators of human KCNQ1 potassium channel; CHO-K1 KCNQ1, thallium flux FluxOR fluorescence; hits give high values; B-score at 10 µM; 310,000 tested, 0.35% active; AID 2648;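 active = fluorescence ratio B-score, a plate-corrected score, at least three library SD, with initial intensity B-score within 5 SD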
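Doses: Single concentration per compound, DMSO matched to controls | Test system: KCNQ1-transfected CHO-K1 cells | Timing: 90 min dye loading and 20 min compound exposure, both at room temperature | Measured by: Kinetic FluxOR thallium fluorescence, 10-s 1-Hz baseline, 110-s post-stimulus read | Medium: Assay buffer with matched DMSO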
KCNK3 inh – human KCNK3 channel inhibition, primary screen; O14649; CHO-KCNK3 thallium flux, FluxOR fluorescence; hits give low values; B-score at 10 µM; 340,000 tested, 0.84% active;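 active = B-score under library mean minus 4 SD, starting fluorescence ratio at most library mean plus 5 SD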;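 also: more negative B-score means stronger inhibition of thallium flux through KCNK3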
KCNK9 block – blocks the human KCNK9 two-pore domain potassium channel | HEK293 KCNK9, FluxOR thallium flux fluorescence; hits give low values | B-score at 10 µM | AID 488922 | 310,000 tested, 1.2% active;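 active = ratio B-score over 3 SD below the library mean, with starting fluorescence within 5 SD of its mean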;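 also: negative B-score means less thallium flux so channel inhibition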
An asterisk follows results filed as active; i = inactive; nt = no result given.

smiles | KCNQ1 pot | HDAC3 inh | SKKanGAS inh | KCNQ1 block | KCNK3 inh | KCNK9 block | RGS4 act | TMEM16A act | ANO1 block | RGS4 inh | hERG protect
O=C(CNC(=O)c1ccc([N+](=O)[O-])cc1)c1ccccc1 | i | 4 | -11 | i | i | i | i | i | i | i | -5
CN(C)c1ccc(/C(=N\O)c2ccccc2)cc1 | i | 9 | -3 | i | i | i | i | i | i | i | -12
CN(C(=O)c1ccccc1Cl)c1ccccc1C(=O)NCCc1ccccc1 | i | 7 | -3 | i | i | i | i | i | i | i | -13
CCCCN1C(=O)c2ccc(C(=O)NCc3ccco3)cc2C1=O | i | 2 | 0 | i | i | i | i | i | i | i | -7
Cc1ccc(-c2nn3c(C)nnc3s2)cc1NC(=O)c1cccnc1 | i | -1 | -8 | i | i | i | i | i | i | i | -16
O=C(CSc1nc2ccccc2c(=O)[nH]1)c1ccc(O)cc1O | i | nt | 1 | i | i | i | i | i | nt | i | -18
COC(c1ccccc1)c1nnc(CCC(=O)N(C)C(C2CC2)C2CC2)o1 (stereo not given) | i | 2 | 1 | i | i | i | i | i | i | i | -4
CCC(C)NC(=O)C(=O)NCc1ccccn1 (stereo not given) | i | 4 | -1 | i | i | i | i | i | i | i | -9
COc1ccc(CP(=O)(c2ccccc2)c2ccccc2)cc1 | i | 5 | -1 | i | i | i | i | i | i | i | -3
CCCCN1C(=O)C(O)(CC(=O)c2ccccn2)c2ccccc21 (stereo not given) | i | 1 | 4 | i | i | i | i | i | i | i | -12
Cc1cccc(NC(=O)c2cc3cc([N+](=O)[O-])ccc3s2)n1 | i | 2 | -10 | i | i | i | i | i | i | i | -14
Cc1cc(N2CCOCC2)n2nc(C)c(-c3ccccc3Cl)c2n1 | i | -14 | -2 | i | i | i | i | i | i | i | -7
C=CCNc1nc(N)c(C(=O)Nc2cc(C)on2)s1 | i | 2 | 0 | i | i | i | i | i | i | i | 0
N#Cc1c(CSCC(=O)O)cc(=O)n2c1[nH]c1ccccc12 | i | -12 | -22 | i | i | i | i | i | i | i | -10
O=C(/C=C/c1ccc(S(=O)(=O)N2CCOCC2)cc1)NC(=S)Nc1ccc(N2CCOCC2)cc1 | i | 6 | 6 | i | i | i | i | i | i | i | -3
Cc1ccccc1NC(=S)N(CCN1CCOCC1)Cc1ccccc1F | i | 0 | -1 | i | i | i | i | i | i | i | -15
Cc1ccc(NC(=O)CSc2nncn2N)cc1C | i | 2 | -2 | i | i | i | i | i | i | i | -3
O=C(N/N=C/c1ccncc1)c1ccccc1 | i | 0 | 0 | i | i | i | i | i | i | i | -4
NC(=NCCc1ccccc1)NS(=O)(=O)c1ccc2ccccc2c1 | i | 7 | -8 | i | i | i | i | i | i | i | -5
COCC(C)n1c(SCC(=O)N2CCc3ccccc3C2)nc2ccccc2c1=O (stereo not given) | i | 8 | -4 | i | i | i | i | i | i | i | -8

The closing 4 entries of the part above come first, to join the parts.
smiles | KCNQ1 pot | HDAC3 inh | SKKanGAS inh | KCNQ1 block | KCNK3 inh | KCNK9 block | RGS4 act | TMEM16A act | ANO1 block | RGS4 inh | hERG protect
Cc1ccc(NC(=O)CSc2nncn2N)cc1C | i | 2 | -2 | i | i | i | i | i | i | i | -3
O=C(N/N=C/c1ccncc1)c1ccccc1 | i | 0 | 0 | i | i | i | i | i | i | i | -4
NC(=NCCc1ccccc1)NS(=O)(=O)c1ccc2ccccc2c1 | i | 7 | -8 | i | i | i | i | i | i | i | -5
COCC(C)n1c(SCC(=O)N2CCc3ccccc3C2)nc2ccccc2c1=O (stereo not given) | i | 8 | -4 | i | i | i | i | i | i | i | -8
CC(C)c1ccc(OCC(=O)NC(C)c2ccccc2)cc1 (stereo not given) | i | 7 | 8 | i | i | i | i | i | i | i | -2
O=S(=O)(c1ccc(F)c(F)c1)N1CCN(c2ccccn2)CC1 | i | 6 | -2 | i | i | i | i | i | i | i | -9
CC(C)[C@H](NC(=O)[C@@H]1Cc2ccccc2CN1)C(=O)Nc1ccc2c(c1)OCO2 | i | 10 | 11 | i | i | i | i | i | i | i | -11
CCCCCc1ccc(C(=O)CCCC)c(=S)[nH]1 | 17* | 6 | 13 | i | i | i | i | i | i | i | 35*
C#Cc1ccc(CN2CCC(Oc3cc(C(=O)NC4CC4)ccc3OC)CC2)cc1 | i | nt | -2 | i | i | i | i | i | nt | i | -14
CCOC(=O)CCc1nc2ccccc2[nH]1 | i | -5 | 1 | i | i | i | i | i | i | i | -6
CCOC(=O)N1CCC(NCCNC(=O)c2ccc(Cl)cc2)CC1 | i | -1 | 4 | i | i | i | i | i | i | i | -8
Clc1cccc(C2Nc3cccc4cccc(c34)N2)c1 | i | 3 | 4 | i | i | i | i | i | i | i | -7
Cc1c(NC(=S)NNC(=O)CCC(=O)O)c(=O)n(-c2ccccc2)n1C | i | nt | -14 | i | i | i | i | i | i | i | -15
Cc1cc(C(N)=O)c2cc(Br)ccc2n1 | i | 2 | 11 | i | i | i | i | i | i | i | -7
Cc1cc(C)nc(NS(=O)(=O)c2ccc(NS(=O)(=O)c3ccccc3)cc2)n1 | i | -2 | -8 | i | i | i | i | i | i | i | -6
Cc1cc(C)n(-c2ccc(Cl)c(C(=O)NCc3ccccc3)n2)n1 | i | -4 | 2 | i | i | i | i | i | i | i | -12
Cc1cc(C(=O)CN2C(=O)NC(C)(CC(C)C)C2=O)c(C)n1-c1ccc2c(c1)OCO2 (stereo not given) | i | 4 | 4 | i | i | i | i | i | i | i | -3
O=C(/C=C/c1cccs1)Nc1cccc(NC(=O)/C=C/c2cccs2)n1 | i | nt | 40 | i | i | i | i | i | i | i | -5
O=C(NCc1ccco1)C1CCN(S(=O)(=O)N2CCC3(CC2)OCCO3)CC1 | i | -7 | -16 | i | i | i | i | i | i | i | 3
COc1cc(/C=N/n2nnnc2N)ccc1OCC(N)=O | i | -5 | 3 | i | i | i | i | i | i | i | -2
CCCc1nnc(NC(=O)CCC(=O)N2CCN(Cc3ccc(C)cc3C)CC2)s1 | i | -3 | -3 | i | i | i | i | i | i | i | -5
CC(=O)c1cc(CN2CCC(N3CCC(C(=O)NC(C)C)CC3)CC2)cs1 | i | 8 | -2 | i | i | i | i | i | i | i | -10
Cc1sc2nc(-c3ccccc3)[nH]c(=O)c2c1-c1ccccc1 | i | -11 | 13 | i | nt | i | i | nt | i | i | -6
CC1CN(C(=O)/C=C/c2cccc([N+](=O)[O-])c2)CC(C)O1 (stereo not given) | i | -6 | 0 | i | i | i | i | i | i | i | -11
CCC(=O)c1ccc(N2CCN(C(=O)c3ccccc3F)CC2)c(F)c1 | i | 1 | 3 | i | i | i | i | i | i | i | -6
O=C(O)/C=C/C(=O)Nc1ccccc1-c1ccccc1NC(=O)/C=C/C(=O)O | i | -4 | 1 | i | i | i | i | i | i | i | -13
O=C(N/N=C/c1ccc(OCC(=O)N2CCCCC2)cc1)c1ccccc1 | i | 2 | -4 | i | i | i | i | i | i | i | -7
O=S(=O)(NCCN1CCOCC1)c1cc(Cl)ccc1Cl | i | -9 | -8 | i | i | i | i | i | i | i | -1
Cc1n[nH]c(C)c1S(=O)(=O)N1CCN(c2ccccn2)CC1 | i | -8 | 4 | i | i | i | i | i | i | i | -13
COc1ccc(CC(=O)NCC2(c3ccc(OC)c(OC)c3)CCOCC2)cc1 | i | 0 | 7 | i | i | i | i | i | i | i | -3
COc1ccc(Nc2nnc(SCC3CCCCO3)s2)cc1 (stereo not given) | i | 9 | 2 | i | i | i | i | i | i | i | -2
COc1cccc(C(=O)/C=C/c2ccc(OCC#N)c(OC)c2)c1 | i | nt | 0 | i | i | i | i | i | i | i | 2
CC(C)(CC(=O)O)CC(=O)N1CCN(c2nc3ccc(Cl)cc3s2)CC1 | i | 0 | -2 | i | i | i | i | i | i | i | -4
CC(C)(C)Nc1c(N)c(=O)oc2ccccc12 | i | -8 | 15 | i | i | i | i | i | i | i | -6
O=C(OC1CCOC1=O)c1cc(-c2ccccc2)nc2ccccc12 (stereo not given) | i | -4 | 2 | i | i | i | i | i | i | i | -11
Cc1nn(Cc2c(F)c(F)c(F)c(F)c2F)c(C)c1NC(=O)c1cccc(COc2ccccc2Cl)c1 | i | -1 | 12 | i | i | i | i | i | i | i | -5
O=C(Nc1ccc(N2CCOCC2)cc1)c1ccc(-c2ccccc2[N+](=O)[O-])o1 | i | -8 | 19 | i | i | i | i | i | i | i | -6
O=C(N1CCOCC1)N1CCC(c2nc(-c3ccc(S(=O)(=O)N4CCOCC4)cc3)no2)CC1 | i | -3 | -7 | i | i | i | i | i | i | i | 1
Cc1ccc(C(=O)Nc2ncc(Cc3ccc(F)cc3)s2)o1 | i | 5 | 28 | i | i | i | i | i | i | i | -8
O=S(=O)(c1ccc(Cl)cc1)N1CCN(S(=O)(=O)N2CCCCCC2)CC1 | i | -4 | -1 | i | i | i | i | i | i | i | -2
Cc1ccc(-n2c(SCC(=O)Nc3cccc(S(=O)(=O)NC4=NCCCCC4)c3)nc3ccccc3c2=O)cc1C | i | 5 | 10 | i | i | i | i | i | i | i | -6
CSc1ccc(CN(C)C(=O)c2cc(S(=O)(=O)NCc3ccccc3)ccc2C)cc1 | i | 5 | -1 | i | i | i | i | i | i | i | -19
COc1cccc(CNC(=O)CCCSc2ccccc2)c1 | i | -1 | -22 | i | i | i | i | i | i | i | -8
O=C(Cc1ccccc1)Nc1ccc(C(=O)NCC2COc3ccccc3O2)cc1 (stereo not given) | i | 2 | 4 | i | i | i | i | i | i | i | -2
CCc1ccccc1NC(=O)C(Cc1ccccc1)c1nn[nH]n1 (stereo not given) | i | -3 | -4 | i | i | i | i | i | i | i | -4
O=C(NC1CCCCC1)C(c1ccco1)N(C(=O)c1csnn1)c1cccc(Cl)c1 (stereo not given) | i | -1 | -4 | i | i | i | i | i | i | i | -14
CCN(CC)S(=O)(=O)c1ccc(N2CCCC2)c(NS(=O)(=O)c2ccc(F)cc2)c1 | i | 1 | 6 | i | i | i | i | i | i | i | -7
CN(C)S(=O)(=O)c1ccc(Cl)c(NC(=O)COc2ccccc2[N+](=O)[O-])c1 | i | 1 | -13 | i | i | i | i | i | i | i | -6

High-throughput results (PubChem)
